Compound activity deposited in PubChem by National Center for Advancing Translational Sciences (NCATS).
GLP1R ag – GLP-1 receptor (human) agonism | P43220 | HEK293 GLP-1R CRE-luciferase, luminescence, 4-6 h; cells express a hypersensitive GLP-1R form | Potency, µM (doses to about 45.6 µM), for inactives: top-dose activation, usual class: activators | actives 0.007% (n = 380,000) | AID 624172; note: potency is the fitted concentration of half-maximal effect; % of control where 0% means no effect
Target sequence (P43220 whole entry, looked up): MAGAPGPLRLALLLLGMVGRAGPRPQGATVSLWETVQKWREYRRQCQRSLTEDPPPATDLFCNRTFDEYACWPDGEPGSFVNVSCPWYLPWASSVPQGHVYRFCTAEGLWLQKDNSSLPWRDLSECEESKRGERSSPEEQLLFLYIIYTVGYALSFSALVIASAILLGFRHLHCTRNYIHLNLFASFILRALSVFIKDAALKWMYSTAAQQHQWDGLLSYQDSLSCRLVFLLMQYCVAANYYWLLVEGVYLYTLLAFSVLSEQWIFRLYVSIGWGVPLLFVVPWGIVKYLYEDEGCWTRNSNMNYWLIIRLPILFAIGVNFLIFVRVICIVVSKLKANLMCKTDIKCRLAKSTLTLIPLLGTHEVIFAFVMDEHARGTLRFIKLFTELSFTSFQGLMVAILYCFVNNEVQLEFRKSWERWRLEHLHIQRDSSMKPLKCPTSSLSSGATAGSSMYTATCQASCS
HT1080NT lethal – kills 2HG-producing HT-1080-NT fibrosarcoma cells; HT-1080-NT fibrosarcoma viability, CellTiter-Glo ATP luminescence, 48 h; Potency, µM (top dose mostly 46.1 µM), without a hit: at the top dose activity, negative = less viability, hits mostly cytotoxic; actives 1.6% (n = 360,000); AID 686970;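 note: NT is the 2HG producing partner of a matched IDH1 knockdown line; potency is the fitted concentration of half-maximal effect; 0% = DMSO-treated cells and -100% = media-only wells without cells; nearly all actives have a fitted effect of over 55% in size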
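A 48-hour cytotoxicity screen used HT-1080-NT cells plated 2 hours before compound delivery. ATP-based CellTiter-Glo luminescence measured viability, normalized to DMSO and no-cell controls.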
IL1B secr inh – inhibitors of inflammasome signaling (IL-1 beta secretion). actives 4.7% (n = 360,000). THP-1 LPS/ATP IL-1B secretion, AlphaLISA, 16 h; active compounds read low. activity change, % at 57.5 µM; in the data active = activity change below about -50%; inconclusive = mostly about -30% to -49%; note: % is set by controls: 0 for no effect and ±100 for the full control effect
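THP-1 cells pretreated 1 hr with compounds (up to 57.5 uM final), then stimulated with LPS (250 ng/mL final) plus ATP (1.25 mM final); secreted IL-1B measured by AlphaLISA after 16 hr, decreased signal indicating inhibition.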
KB-3-1 tox – KB-3-1 parental cell cytotoxicity. KB-3-1 viability, CellTiter-Glo ATP luminescence, 72 h. Potency, µM (highest dose often 46.1 µM), without a hit: at the top dose activity change, negative = cytotoxic, actives largely listed as cytotoxic. actives 1.4% (n = 400,000). AID 1347075; note: potency is the fitted concentration of half-maximal effect; % is set by controls: 0 for no effect and ±100 for the full control effect; nearly all actives have a fitted effect of over 60% in size
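Parental KB-3-1 adenocarcinoma cells in phenol-red-free DMEM with 10% FBS were pin-treated with compounds at several concentrations, incubated 72 h at 37 °C, and viability read by CellTiter-Glo luminescence; concentration-effect curves were fitted after normalization.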
SW480 rerep – induces DNA re-replication in SW480 colon adenocarcinoma cells. SW480 DNA re-replication, Hoechst DNA content imaging, 48 h. Potency, µM (top dose mostly 46.1 µM), for the others: top-dose re-replication activation, actives largely listed as activators. actives 1.8% (n = 340,000). AID 624297; note: potency is the fitted concentration of half-maximal effect; % of control where 0% means no effect; nearly all actives have a fitted effect of over 55% in size
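Per well, 250 cells were exposed to pinned compound for 48 hr. Nuclear DNA was visualised with Hoechst (40 min, 37 C) and total object intensity recorded by fluorescence scanning.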
HT1080 IDH1KD tx – HT-1080 IDH1 knockdown cell toxicity (counter line); HT-1080 IDH1 knockdown viability, ATP luminescence, 48 h; actives 2% (n = 360,000); Potency, µM (series often up to 46.1 µM), for inactives: at the highest dose activity, negative = toxicity, most hits filed as cytotoxic;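 note: potency is the fitted concentration of half-maximal effect; 0% = DMSO wells and -100% = cell-free medium wells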
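CellTiter-Glo luminescence after 48 h compound exposure at 37 degrees C of IDH1-knockdown HT-1080 cells in 5% FBS RPMI. %Activity scaled between DMSO wells and cell-free media wells, with curves fitted and assigned curve classes.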
D3 antag – D3 dopamine receptor (human) antagonism. D3R cells, DiscoveRx beta-arrestin luminescence, antagonist mode; active compounds read low. AID 652054. P35462. max response, negative = inhibition, %. actives 2.5% (n = 360,000); in the data active = max response below about -50%; inconclusive = no clear call, values can overlap the other calls; note: % is set by controls: 0 for no effect and ±100 for the full control effect; mostly tested at two doses, the higher about 12 µM
Target sequence (P35462 whole entry, looked up): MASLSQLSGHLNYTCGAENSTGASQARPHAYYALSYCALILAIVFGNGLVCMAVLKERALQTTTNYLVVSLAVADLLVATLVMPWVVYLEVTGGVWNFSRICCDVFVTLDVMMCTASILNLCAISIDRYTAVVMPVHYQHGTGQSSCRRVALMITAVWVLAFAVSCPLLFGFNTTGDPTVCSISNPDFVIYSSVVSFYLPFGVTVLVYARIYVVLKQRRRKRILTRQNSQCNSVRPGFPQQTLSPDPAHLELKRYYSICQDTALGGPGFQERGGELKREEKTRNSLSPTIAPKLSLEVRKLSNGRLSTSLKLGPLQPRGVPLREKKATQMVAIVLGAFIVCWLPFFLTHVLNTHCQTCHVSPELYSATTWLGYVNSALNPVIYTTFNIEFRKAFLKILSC
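Cells expressing the human receptor were seeded at 1500 cells/well, incubated overnight at 37 degrees C in 5% CO2, then exposed to library compounds with dopamine controls for 90 minutes at 37 degrees C before luminescent detection.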
KB-V1 MDR tox – KB-V1 MDR subline cytotoxicity; AID 1347076; Potency, µM (highest dose often 46.1 µM), for inactives: at the highest dose activity change, negative = cytotoxicity, hits mostly cytotoxic; actives 3.4% (n = 400,000); KB-V1 MDR cells viability, CellTiter-Glo, 72 h; note: potency is the fitted concentration of half-maximal effect; % is set by controls: 0 for no effect and ±100 for the full control effect; nearly all actives have a fitted effect of over 60% in size
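Cells of the MDR subline KB-V1 are plated, dosed with compound at multiple concentrations, and incubated 72 h at 37 degrees C; CellTiter-Glo is then added and luminescence read after 10 min.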
D3 ag – D3 dopamine receptor (human) agonism; P35462; D3R DiscoveRx beta-arrestin cells, luminescence, 90 min; max activation, %; actives 0.58% (n = 410,000); AID 652048; in the data active = max activation above about 30%; note: 0% is about no effect; mostly tested at two doses, the higher about 12 µM
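Cells at 1500/well, incubated overnight, then treated with pinned compounds (dopamine as control) for 90 min at 37 degrees C. DiscoveRx reagent added for 30 - 60 minutes at room temperature; luminescence read.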
* hit, by the source's call; ? = inconclusive; . = no result given; & = joins results of further samples; [ ] = dose if it differs, or a comment. Unless noted, calls come from the whole dose curve; as a rule, active = well fitted curve in the direction sought with a large enough effect; inconclusive = small, poorly fitted or top-dose-only effect, or another doubt; inactive = no such curve, though single readings can be large; an effect the other way counts as inactive or inconclusive. The order is random, and some 12% of all compounds hit somewhere here.

SMILES	GLP1R ag	HT1080NT lethal	IL1B secr inh	KB-3-1 tox	SW480 rerep	HT1080 IDH1KD tx	D3 antag	KB-V1 MDR tox	D3 ag
COc1ccccc1CCNC(=O)C(=O)NCC1OCCN1C(=O)c1ccc(Cl)cc1 (stereo not given)	10%	3%	0	-10%	?	-4%	-14	-16%	4
Cc1nn(-c2ccccc2)c2c1C1(C(=O)N3c4c(cccc41)C(C)CC3(C)C)C(C#N)=C(N)O2 (stereo not given)	-5%	?	-26	?	?	?	7	7%	2
CCOc1ccc2c(c1)C(c1cccs1)=NNC(c1cccnc1)=N2	13%	1%	0	1%	?	-12%	1	?	0
CCS(=O)(=O)N1CCN(S(=O)(=O)c2ccc(F)cc2)CC1	-5%	1%	20	-1%	-6%	1%	10	-3%	-1
COC(=O)c1sccc1NC(=S)Nc1ccc(F)cc1	6%	-8%	18	-9%	-2%	-3%	2	0%	0
Brc1ccccc1-c1nnc(CSc2nnnn2-c2ccccc2)o1	14%	0%	9	-2%	-1%	20%	-25	-29%	4
Cc1ccnc(NC(=O)CCCc2c[nH]c3ccccc23)c1	1%	-15%	-4	?	-1%	?	-9	1%	-1
CCNS(=O)(=O)c1ccc(NC(=O)c2cncc(Br)c2)cc1	0%	4%	?	6%	-1%	21%	9	-13%	4
CCC(=O)N(Cc1ccc(S(N)(=O)=O)cc1)C1CC(=O)N(c2ccccc2)C1=O (stereo not given)	4%	3%	4	1%	2%	8%	8	18%	-2
CCC(C)Sc1nc2c(c(=O)[nH]c(=O)n2C)n1CC(O)COc1cccc2ccccc12 (stereo not given)	2%	-4%	24	-13%	-8%	-6%	41	-11%	-4
OC(c1ccccc1)(c1ccccc1)c1nccc2ccccc12	-27%	3%	-55*	?	2%	14%	-19	18µM*	-3
COCCN1C(=O)N(C)[C@@H](c2ccccc2)C(C(C)=O)=C1C	7%	12%	-1	1%	-57%[inhibitor][9.22 µM]	-1%	-6	2%	6
COc1ccc(/C=C/C(=O)Nc2ccc3c(c2)CCC3)cc1OC	2%	-1%	-24	-13%	-82%	-14%	-3	21µM*	2
CCOc1ccc(Nc2nc(N)nc(CN(C)C3CCCCC3)n2)cc1	15%	3%	2	3%	-1%	0%	12	?	-2
Oc1ccc(Oc2ncc(Cl)cc2Cl)cc1	-1%	3%	3	-21%	-5%	21%	3	-21%	8
CC(C)(C)OC(=O)C[C@@H]1C/C=C\C[C@@H](CC(=O)N(CCO)Cc2ccccc2)C(=O)N2CCC[C@@H]2COC1=O	7%	8%	3	18%	-3%	6%	7	-1%	35*
CS(=O)(=O)N(C(=O)NC(=O)NC1CCS(=O)(=O)C1)C1CCCCC1 (stereo not given)	-1%	9%	10	0%	-7%	7%	16	14%	6
O=C(NCCC1=CCCCC1)C1COc2ccccc2O1 (stereo not given)	0%	5%	-17	-6%	-1%	5%	18	4%	3
CCc1ccccc1NC(=O)c1ccc2c(c1)N(Cc1cc(C)ccc1C)C(=O)c1ccccc1S2(=O)=O	5%	.	.	-1%	.	.	.	-20%	-2
COc1cccc(/C=N/Nc2cc(N3CCOCC3)ncn2)c1O	5%	?	-90*	10µM*	?	5.8µM*	?	-11%	-10

Full records from above. Values in the order: GLP1R ag | HT1080NT lethal | IL1B secr inh | KB-3-1 tox | SW480 rerep | HT1080 IDH1KD tx | D3 antag | KB-V1 MDR tox | D3 ag
Shown for COc1ccccc1CCNC(=O)C(=O)NCC1OCCN1C(=O)c1ccc(Cl)cc1 (stereo not given) = 10% | 3% | 0 | -10% | ? | -4% | -14 | -16% | 4
Shown for Brc1ccccc1-c1nnc(CSc2nnnn2-c2ccccc2)o1 = 14% | 0% | 9 | -2% | -1% | 20% | -25 | -29% | 4
Shown for Oc1ccc(Oc2ncc(Cl)cc2Cl)cc1 = -1% | 3% | 3 | -21% | -5% | 21% | 3 | -21% | 8
Shown for O=C(NCCC1=CCCCC1)C1COc2ccccc2O1 (stereo not given) = 0% | 5% | -17 | -6% | -1% | 5% | 18 | 4% | 3

Remaining list, next part:
SMILES	GLP1R ag	HT1080NT lethal	IL1B secr inh	KB-3-1 tox	SW480 rerep	HT1080 IDH1KD tx	D3 antag	KB-V1 MDR tox	D3 ag
Cc1c(Cl)cccc1NC(=O)CSCc1cc(=O)[nH][nH]1	1%	-2%	4	-2%	-4%	-12%	-6	1%	-2
CC(C)OCCCNc1ncc2c(n1)CC(c1ccccc1)CC2=O (stereo not given)	10%	-8%	16	5%	20%	-8%	-11	?	-4
Cc1ccc(C(=O)N2CCN(Cc3ccccc3)CC2)o1	1%	-4%	-16	-8%	-2%	-2%	0	9%	-15
O=[N+]([O-])c1cccnc1N1CCC(c2cc(-c3cccc(C(F)(F)F)c3)n[nH]2)CC1	-5%	?	?	?	?	?	?	?	-5
O=C(CN1c2ccccc2Sc2ccccc21)N/N=C/c1ccc(Cl)cc1Cl	1%	-2%	-21	-8%	-9%	19%	3	-22%	7
CC(C)OC(=O)c1sc2nc(-c3ccccc3)ccc2c1N	-21%	-6%[9.24 µM]	-11	-7%	5.8µM*	0%	-7	12%	-5
CCN(C(=S)NCc1ccccc1)c1cccc2ccccc12	0%	-3%	-8	-1%	3%	-13%	-3	5%	4
N#Cc1cc(C#N)c(SCC(=O)N2CC(=O)Nc3ccccc32)nc1N	19%	-14%	-18	?	-3%	?	2	0%	0
CNc1cncc(-c2ccc(CN3CCOCC3)cc2)n1	8%	-7%	23	?	.	-10%	-6	?	-7
Cc1ccc2nc(=O)c(NNc3ccccc3)cnc2c1	-6%	8%	-28	5%	-5%	-6%	30	-4%	1
Cc1ccc(-n2nnnc2CNC(=O)c2ccc3c(c2)OCO3)cc1C	7%	-6%	19	4%	-8%	-3%	0	-2%	-2
CCC(CC)C(=O)Nc1cc(C)c2c(=O)oc3ccccc3c2n1	3%	20%	24	-9%	2%	4%	29	-25%	2
Cc1ccc(Cn2ccc(NC(=O)c3c(-c4ccccc4Cl)noc3C)n2)cc1	-8%	-18%	-12	0%	0%[9.22 µM]	1%	-12	3%	2
Cc1cc(C(=O)N2CCc3ccccc3C2)n[nH]1	7%	16%	0	-1%	-18%	10%	-8	0%	3
O=C1CCC(=O)N1CCSC(=S)N1CCOCC1	1%	9%	0	?	-124%[inhibitor]	6%	-6	18%	-6
COc1ccc(OC)c(CN2CCN(CCc3ccccc3)C(CCO)C2)c1 (stereo not given)	8%	6%	-11	2%	-13%	0%	-56*	-3%	-15
CCOc1ccccc1NC(=O)c1ccc(S(=O)(=O)N2CCCCC2)cc1	12%	17%	-19	1%	-1%	4%	4	3%	-14
CCOC(=O)[C@@H]1[C@H]2COc3ccccc3[C@@H]2N2C(=O)N(c3ccc(C(F)(F)F)cc3)C(=O)[C@]12C	1%	9%	0	6%	7%	-8%	7	-16%	-4
COc1ccc(C(=O)Oc2ccc(C(C)=O)cc2)c(OC)c1	21%	13%	-12	16%	-6%	2%[9.24 µM]	0	-4%	-5
COc1cccc(C(=O)NNS(=O)(=O)c2ccccc2)c1	4%	6%	12	-4%	.	4%	-11	5%	4
C[C@@H](C(=O)NCc1ccccn1)[C@@H]1C[C@@]1(C)[C@@H](NC(=O)OCc1ccccc1)c1ccccc1	2%	0%	-14	3%	-1%	16%	8	?	0
NC(=O)c1cc(NC(=O)CCc2nc3ccccc3s2)cc(C(N)=O)c1	5%	25%	36	-5%	-6%	19%	-21	10%	5
O=C(COC(=O)c1ccc2c(c1)C(=O)N(CCc1ccccc1)C2=O)Nc1ccc(OC(F)F)cc1	13%	-19%	4	22%	.	-18%	4	13%	3
Cc1cc(NCc2ccco2)nc2cc(O)ccc12	-1%	0%	1	-21%	-13%	2%	-12	?	-9
Cc1ccc(CNC(=O)Cn2cccc2C(=O)c2ccccc2C)cc1	6%	18%	-5	18%	0%	14%	2	5%	4&-1
N#CCSc1nnc(SCC#N)s1	1%	-19%	-71*	-1%	-2%	-18%	4	12%	19
COc1ccc(C(=O)NCc2ccc(-c3nc4ccccc4s3)cc2)cc1	2%	-6%	-7	?	10%	-25%	4	?	4
CCOC(=O)C1=C(C)Nc2[nH]c(=O)[nH]c(=O)c2C1c1cccs1 (stereo not given)	11%	0%	15	6%	-9%	4%	-23	?	4
C/C(=N\Nc1nccnc1Cl)c1ccc([N+](=O)[O-])cc1	-6%	6%	-16	-1%	-1%[9.22 µM]	1%	-29	4%	-16
CCCn1nc(C(=O)Nc2nc(-c3ccccn3)cs2)c2ccccc2c1=O	-5%	?	124	?	-11%	?	31	-6%	4
COc1ccc(S(=O)(=O)N2CCCCC2)cc1NC(=O)c1cc([N+](=O)[O-])ccc1N1CCOCC1	9%	1%	?	?	8%	3%	-21	-24%	-35
CN(CC(=O)Nc1cccc(F)c1)C(=O)c1cc(-c2ccccc2)nc2ccccc12	-6%	-9%	-24	-22%	21%	-12%	4	?	5

4 compounds from above, limited to SW480 rerep and KB-3-1 tox:
Compound | SW480 rerep | KB-3-1 tox
C/C(=N\Nc1nccnc1Cl)c1ccc([N+](=O)[O-])cc1 | -1%[9.22 µM] | -1%
Cc1ccc(CNC(=O)Cn2cccc2C(=O)c2ccccc2C)cc1 | 0% | 18%
NC(=O)c1cc(NC(=O)CCc2nc3ccccc3s2)cc(C(N)=O)c1 | -6% | -5%
COc1ccc(C(=O)NCc2ccc(-c3nc4ccccc4s3)cc2)cc1 | 10% | ?
